NOD1 inhibition: inhibition of NOD1-driven NF-kB reporter – cell-based, luminescence, uHTS, primary screen (AID 1578); NOD1-driven NF-kB luciferase reporter cells, luminescence; higher % means a stronger effect; inhibition, % at 4 µM; hits with a dose series show EC50 in µM; hit rate 1% among 290,000; in the data active = inhibition mostly above about 36%, no sharp cut-off; inactive = mostly below about 34%;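 note: HEK-293T reporter cells stimulated with the NOD1 agonist gamma-tri-DAP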
NOD2 inhibition: inhibition of NOD2-driven NF-kB reporter – cell-based, luminescence, uHTS, HEK293 (AID 1566). HEK293 NOD2/NF-kB luciferase reporter, luminescence; higher % means a stronger effect. one-dose inhibition, % at 4 µM; EC50 in µM for titrated hits. hit rate 0.63% among 290,000; note: many of its hits are not listed in these tables
AID2073: disruptors of CaV2.2 binding to Mint1 – biochemical, HTRF (AID 2073); HTRF protein-protein interaction, Mint1-CaV2.2; higher % means a stronger effect; inhibition, % at 20 µM; hits with a dose series show IC50 in µM; hit rate 0.19% among 290,000; in the data active = inhibition mostly above about 51%, no sharp cut-off; note: some results filed as inactive read as strong as hits
Dynein cargo inh: dynein cargo transport inhibition | hit rate 0.47% among 220,000 | z-score, hits read low | AID 1381 | 3617.4 mouse cells, GR-EGFP nuclear translocation imaging; test concentration mostly 20 µM; stimulated with dexamethasone, 1 µM; active compounds read low;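 active = plate z-score of nuclear minus cytoplasmic receptor signal below a set negative limit, without overly bright fluorescence or cell loss, cut at about -3.5 in these data, passing the limit was not always enough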;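 note: z-score of nuclear minus cytoplasmic ring GR-EGFP intensity difference per well; some compounds called inactive have numbers as strong as hits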
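Buffer or medium – tet-free medium with charcoal-stripped serum · Signal – automated 10x imaging of fixed Hoechst-stained cells · Also added – dexamethasone agonist, 1.0 µM final, for 30 min · Incubation – induction 48 h, compound 1 h, agonist 30 min · Read-out – GR-EGFP nuclear translocation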
M17LAP inhibition: P. falciparum M17LAP inhibitors, primary screen, biochemical, fluorogenic H-Leu-NHMec substrate, 1536-well (AID 1619); recombinant M17LAP, H-Leu-NHMec fluorogenic kinetic assay; higher % means a stronger effect; inhibition, % at 30 µM, or IC50 in µM where a hit was titrated; hit rate 0.38% among 220,000;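 active = compound inhibiting the enzyme by more than half at any dose during confirmatory dose-response retesting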;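 note: plate controls were full reaction with DMSO carrier for no effect and no enzyme background for full effect; strong numbers were not always called active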
KOR beta-arrestin-1: kappa opioid receptor blockers – cell-based, luminescence, uHTS (AID 1778); KOR beta-arrestin recruitment, luminescence, antagonist mode; higher % means a stronger effect; inhibition, % at 10 µM; hits with a dose series show IC50 in µM; hit rate 0.091% among 290,000; note: strong numbers were not always called active
P. falciparum M1AAP: P. falciparum M1AAP inhibitors, biochemical, fluorogenic H-Leu-NHMec substrate, 1536-well (AID 1445); recombinant M1AAP, H-Leu-NHMec fluorogenic kinetic assay; higher % means a stronger effect; hit rate 0.42% among 220,000; one-dose inhibition, % at 30 µM; IC50 in µM for titrated hits;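 active = primary inhibition above the hit cutoff, then over 50% inhibition at one or more dose response concentrations, cut at about 23% in these data, passing the limit was not always enough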;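 note: plate controls were DMSO full reaction for no effect and no enzyme background for full effect; strong numbers were not always called active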
GPR55 activation: GPR55 agonists via beta-arrestin recruitment, primary screen, imaging, U2OS cells, beta-arrestin-GFP redistribution (AID 1961); hit rate 0.048% among 290,000; one-dose activation, % at 10 µM; EC50 in µM for titrated hits; U2OS GPR55 beta-arrestin-GFP redistribution imaging; higher % means a stronger effect;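 active = activation above 40% with more than 50 cells counted in the well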;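 note: U2OS osteosarcoma cells stably expressing GPR55 and beta-arrestin-GFP; plate controls were DMSO negative control for no effect and LPI positive control for full effect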
KOR beta-arrestin-2: KOR agonists, beta-arrestin recruitment, primary screen, cell-based, luminescence, uHTS (AID 1777); KOR beta-arrestin recruitment, luminescence; higher % means a stronger effect; activation, % at 10 µM; hits with a dose series show EC50 in µM; hit rate 0.02% among 280,000; in the data active = activation above about 50%, passing the limit was not always enough; note: a part of the inactive calls stands beside numbers as strong as those of hits
Dynein cargo inh cytoplasmic EGFP: also measured in Dynein cargo inh; calls as there; z-score; measured here: cytoplasmic GR-EGFP intensity; active compounds read high
Dynein cargo inh nuclear GR-EGFP: second read-out of Dynein cargo inh, no call of its own (marks repeat the call); z-score; measured here: nuclear GR-EGFP intensity;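 lower value marks the stronger effect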
Dynein cargo inh cell count: also measured in Dynein cargo inh; calls as there; z-score; measured here: cell count per field
The depositor's hits bear a star; i = inactive; / = not tested or not shown; [ ] = remark or other dose. Cut-off read from the data, not from the text of the source, unless noted: active = inhibition above about 50%; inactive = the rest. Some of the compounds tested, so the mix of outcomes need not match the whole.

SMILES | NOD1 inhibition | NOD2 inhibition | AID2073 | Dynein cargo inh | Dynein cargo inh cytoplasmic EGFP | Dynein cargo inh nuclear GR-EGFP | Dynein cargo inh cell count | M17LAP inhibition | KOR beta-arrestin-1 | P. falciparum M1AAP | GPR55 activation | KOR beta-arrestin-2
Cc1cc(C)n(/N=C\c2c(O)ccc3ccccc23)c(=O)c1C(N)=O | -14% | 9% | -13% | -0.3 | 0.046 | -0.33 | 0.79 | 5% | 1% | 6% | -0.1% | -3.6%
COc1cccc(N2CCN(C(=O)c3cc(-c4ccc(F)cc4)[nH]c3C)CC2)c1 | 1% | -5% | 10% | / | / | / | / | / | -16% | / | -0.3% | 2.4%
Cc1ccc(C)c(S(=O)(=O)N2C(=S)NC(=O)C2C(C)C)c1 (centres undefined) | -2% | 4% | 2% | -0.2 | -0.4 | 0.1 | 0.026 | 8% | 13% | 4% | -0.2% | -1.4%
Cc1cc(C(=O)NCCC2=CCCCC2)c(C)o1 | -52% | -138% | -6% | -0.34 | -0.25 | -0.092 | 0.18 | 5% | 16% | 7% | -0.1% | 0.3%
CCOc1ncccc1C(=O)N=C1SCCN1C(=O)c1cccnc1OCC | -28% | 0% | -6% | -0.38 | -0.33 | -0.48 | 0.28 | -1% | -7% | 2% | 0.6% | -0.6%
O=C(CSc1nnnn1-c1cccnc1)NCc1cccs1 | -15% | -6% | -7% | 0.29 | -0.13 | 0.29 | -0.16 | 11% | -14% | 8% | -0.2% | 0.7%
COc1ccccc1Oc1ccc(S(=O)(=O)N2CCCCC2)cc1NC(=O)CCNC(C)=O | 8% | 18% | 9% | / | / | / | / | / | -5% | / | 0.3% | 5.4%
Cc1ccccc1OCCn1cc(/C=C(\C#N)C(=O)NCc2ccco2)c2ccccc21 | -46% | -62% | 7% | -0.14 | -0.069 | 0.11 | 0.78 | -1% | -23% | 4% | -0.2% | 21%
CCOC(=O)c1ccc(NS(=O)(=O)c2ccc3c(c2)CCCN3C(C)=O)cc1 | 6% | 11% | 10% | -0.21 | -0.2 | -0.36 | 0.93 | 6% | -8% | 1% | -0.1% | -3.2%
Cc1ccc(S(=O)(=O)NCCC(=O)NC2CCCC2)cc1 | -4% | 17% | -2% | 1.3 | -0.19 | 0.87 | -1.2 | 2% | 21% | -9% | 0.3% | 0.8%
Cc1ccccc1N1CCN(CC(=O)Nc2nc(C)c(C(=O)N(C)C)s2)CC1 | -6% | 3% | 24% | / | / | / | / | / | 0% | / | -0.1% | 0.3%
CNC(=O)C(=O)Nc1nc(C23CC4CC(CC(C4)C2)C3)cs1 | -53% | -59% | 0% | 0.89 | -0.14 | 0.41 | -0.98 | -11% | -1%[20 µM] | 3% | -0.1% | /
C/C(=N\NC(=O)c1ccccc1)c1cccc(Br)c1 | -48% | -27% | -2% | 0.76 | -0.29 | 0.15 | -0.66 | 5% | 22% | 5% | 0.2% | -3.6%
CCCCc1cc(=O)oc2c(CN3CCCC3)c(O)c(Cl)cc12 | -21% | 7% | 18% | -1.5 | -0.16 | -0.77 | 0.46 | i | 20% | 13% | -0.1% | -2.0%
CCCCn1c(=O)c(-[n+]2ccccc2)c([O-])c2ccccc21 | -12% | 10% | 82% | -2.6 | -0.099 | -1.3 | -0.0076 | 18% | -18% | 1% | 0.0% | -4.3%
CCn1cc(CCCC(=O)NCc2ccccc2OC)c2ccccc21 | -11% | 3% | 2% | / | / | / | / | / | -9% | / | -0.3% | 0.7%
COc1cccc(CN2CC(C(=O)N(C)C3CCOCC3)CCC2=O)c1 (centres undefined) | -12% | 3% | 10% | / | / | / | / | / | 12% | / | -0.1% | -1.1%
CN(C)S(=O)(=O)c1ccc(Cl)c(NC(=O)CN2CCc3ccccc3C2)c1 | -27% | 10% | -10% | -0.51 | -0.18 | -0.25 | 0.44 | 6% | -12% | 2% | -0.1% | -2.2%
O=C1c2ccccc2C(=O)N1c1ncc(Cc2ccc(Cl)cc2)s1 | 25% | -7% | 3% | 0.25 | -0.33 | -0.22 | -0.097 | 23% | -51% | -1% | -0.2% | 9.7%
O=C(Cc1ccccc1)N/N=C/c1ccccc1OCc1ccc(Cl)cc1 | -4% | -5% | 0% | -0.084 | -0.21 | -0.33 | 0.2 | 2% | 6% | 0% | -0.1% | -1.6%
O=C(c1ccc(COCC(F)(F)F)o1)N1CCCCCC1 | 7% | 13% | -2% | -0.0046 | -0.21 | -0.21 | 0.31 | -5% | -1% | -1% | 0.2% | 1.1%
COc1ccc(CN(C(=O)c2cc3ccccc3oc2=O)C2CCCC2)cc1 | -26% | 11% | -2% | -0.078 | -0.17 | -0.15 | 0.52 | -4% | -8% | 12% | 0.0% | -4.8%
Cn1c(CSCc2ccccc2)n[nH]c1=S | -10% | -5% | -19% | -0.57 | -0.33 | -0.75 | 0.59 | 13% | -28% | 6% | 0.1% | 6.7%
COc1cccc(N2CCN(C(=O)C3CCN(S(=O)(=O)c4ccc5c(c4)CC(C)N5C(C)=O)CC3)CC2)c1 (centres undefined) | -9% | 18% | -3% | / | / | / | / | / | -24% | / | -0.4% | 4.4%
S=C(Nc1ccc(Cl)cc1)c1sc(N2CCCCC2)nc1N1CCOCC1 | -23% | 15% | -10% | 0.72 | -0.33 | 0.05 | -0.041 | -20% | -4% | -6% | -0.1% | -4.4%
Cc1cc(NC(=O)CSc2nnc(C3COc4ccccc4O3)n2C)no1 (centres undefined) | -10% | -9% | -1% | -0.046 | -0.22 | 0.045 | 0.83 | 7% | 1% | 0% | 0.8% | 7.7%
Nc1ccccc1S(=O)(=O)NCCCCc1ccccc1 | 15% | -8% | 10% | / | / | / | / | / | 40% | / | -0.1% | 0.0%
CCOC(=O)c1c(C)oc2c1C(=O)c1ccccc1C2=O | -38% | 17% | 0% | -0.47 | 0.045 | -0.036 | 0.49 | -1% | -73%[20 µM] | -2% | -0.1% | 2.1%
O=C(O)CCN1C(=O)/C(=C\c2ccc(OCc3ccccc3)c(OCc3ccccc3)c2)SC1=S | 0% | 24% | 26% | / | / | / | / | / | -18% | / | -0.1% | 3.0%
CCc1nnc(NC(=O)c2cccs2)s1 | -35% | 3% | -4% | 2.4 | 0.037 | 1.9 | -1.5 | -3% | -1% | 8% | -0.1% | -3.0%
COc1ccc(C(=O)N2CCCC2)cc1S(=O)(=O)N1CCOCC1 | -17% | -8% | 24% | -0.4 | -0.25 | -0.64 | 0.82 | -15% | -35% | 3% | 0.2% | 5.2%
CCOC(=O)n1c(=O)n(Cc2ccc(OC)cc2)c2ccccc21 | 14% | -19% | 23% | / | / | / | / | / | 4% | / | 0.0% | -1.8%
COc1ccc2cc(-c3csc(-c4cccnc4)n3)ccc2c1 | -96% | -59% | 17% | 1.1 | 0.58 | 1.7 | -0.8 | 2% | -9% | -2% | -0.1% | 3.5%
Cc1cc(C)cc(N(CC(=O)NCc2ccco2)C(=O)c2snc(C(N)=O)c2N)c1 | -30% | 1% | 12% | 0.54 | -0.24 | 0.27 | 0.79 | 15% | 4% | 4% | -0.3% | 6.8%
Cc1c(Cl)cnc(NC(=O)COC(=O)c2cccc(S(=O)(=O)N3c4ccccc4CC3C)c2)c1Cl (centres undefined) | 45% | 8% | 9% | -0.43 | -0.26 | -0.19 | 0.12 | 15% | -27% | 5% | -0.2% | -0.9%
Cc1noc(/C=C/NCc2cccnc2)c1S(=O)(=O)N(C)CC(=O)N1CCc2ccccc21 | -18% | -3% | 11% | -0.83 | -0.23 | -0.36 | 0.52 | 11% | -3% | 4% | -0.1% | -1.6%
COc1ccccc1NC(=O)C1CCCN1C(=O)Nc1ccc(F)cc1 (centres undefined) | -15% | 14% | 3% | / | / | / | / | / | -33% | / | -0.1% | 2.8%
CC1Cc2ccccc2N1S(=O)(=O)c1cnc[nH]1 (centres undefined) | / | -6% | -4% | -0.046 | -0.24 | 0.14 | 0.78 | -6% | -8% | 1% | -0.1% | 2.9%
CCOc1ccc(-n2nc3ccc(NC(=O)c4ccc5c(c4)OCCO5)cc3n2)cc1 | -28% | 4% | 11% | -0.24 | -0.27 | -0.76 | 1.8 | 2% | -40% | 7% | -0.1% | 3.2%
COc1cc(/C=N/NC(=O)CCc2c(C)n[nH]c2C)cc(OC)c1OC | -29% | -5% | -14% | -0.91 | -0.18 | -0.35 | 0.77 | 9% | 1% | 6% | -0.1% | -5.6%

Entries listed so far that have an aryl thioether with sulfur outside any ring:
SMILES | NOD1 inhibition | NOD2 inhibition | AID2073 | Dynein cargo inh | Dynein cargo inh cytoplasmic EGFP | Dynein cargo inh nuclear GR-EGFP | Dynein cargo inh cell count | M17LAP inhibition | KOR beta-arrestin-1 | P. falciparum M1AAP | GPR55 activation | KOR beta-arrestin-2
O=C(CSc1nnnn1-c1cccnc1)NCc1cccs1 | -15% | -6% | -7% | 0.29 | -0.13 | 0.29 | -0.16 | 11% | -14% | 8% | -0.2% | 0.7%
Cc1cc(NC(=O)CSc2nnc(C3COc4ccccc4O3)n2C)no1 (centres undefined) | -10% | -9% | -1% | -0.046 | -0.22 | 0.045 | 0.83 | 7% | 1% | 0% | 0.8% | 7.7%

Next entries.
SMILES | NOD1 inhibition | NOD2 inhibition | AID2073 | Dynein cargo inh | Dynein cargo inh cytoplasmic EGFP | Dynein cargo inh nuclear GR-EGFP | Dynein cargo inh cell count | M17LAP inhibition | KOR beta-arrestin-1 | P. falciparum M1AAP | GPR55 activation | KOR beta-arrestin-2
O=C(CNC(=O)c1ccccc1)OC(C(=O)c1ccccc1)c1ccccc1 (centres undefined) | -26% | 9% | 6% | -0.16 | -0.23 | -0.24 | -0.26 | -1% | 33% | 2% | -0.1% | 5.3%
O=C(Nc1ccc(Cl)c(C(F)(F)F)c1)c1ccncc1 | -27% | 12% | 2% | 0.57 | -0.0061 | 0.56 | -2.2 | 0% | 8%[20 µM] | 0% | -0.1% | /
C(=N\c1c(-c2ccccc2)nc2n1CCS2)/c1ccccc1 | -16% | 12% | -11% | -0.14 | -0.22 | -0.71 | -0.011 | 8% | 27% | 12% | 0.0% | -0.2%
COc1cccc2[nH]c(C(=O)NN)c(N)c12 | -12% | 17% | -26% | 1.2 | 0.78 | 0.71 | -0.9 | 4% | -32% | 10% | 0.2% | 4.5%
CCOC(=O)C(=O)/C(C#N)=C/Nc1ccc(Cl)cc1 | -44% | -26% | 24% | 0.47 | -0.094 | -0.017 | 0.23 | -19% | 1% | 12% | -0.1% | 2.2%
CCOC(CNC(=O)CN1C(=O)COc2ccc(S(=O)(=O)N3CCCC3)cc21)OCC | 10% | -5% | 7% | / | / | / | / | / | -26% | / | -0.1% | -2.1%
